# From PubChem
# HSF1 inhib: HSF1 inhibition; 300,000 tested, 0.77% active; activity change, negative = inhibition, % at 7.5 µM (by protocol); NIH3T3-HGL HSE-luciferase, MG132-induced, luminescence 8 h; active compounds read low;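 active = more than half of replicate wells show activity change below -50%, luminescence cut by over half; inconclusive = some wells, but at most half, below -50%; inactive = no replicate well below -50%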;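 note: luciferase reports HSF-1 transcriptional activity via heat shock element; 0% = median of DMSO wells and -100% = zero luminescence signal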
# HSF1 activator: increases HSF-1 driven luciferase reporter signal; NIH3T3-HGL HSF-1 luciferase reporter, MG132, 8 h; 100% = twice DMSO control signal; activation, % at 9 µM; 300,000 tested, 1.7% active;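 active = mean replicate activation of at least 50% with a set share of replicates each reaching 50%; inconclusive = only one of those two conditions met; inactive = mean below 50% and too few replicates reaching it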;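 note: 0% = median of the neutral control wells and 100% = twice that signal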
# KLF5 inhibitor: kruppel-like factor 5 inhibition | DLD-1 KLF5 promoter-luciferase reporter, luminescence | inhibition, % at 5 µM | 290,000 tested, 0.23% active;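 active = inhibition above a per-plate limit of that plate's mean compound inhibition plus 3 SD, cut at about 60% in these data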;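 note: 0% = DMSO wells and 100% = LY294002 at 200 µM; higher means less KLF5 promoter-driven luciferase light; inactives centre near -14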
# AI-2 QS mod: modulators of Vibrio harveyi AI-2 quorum sensing system; Vibrio harveyi JMH597 AI-2 luminescence/OD600 ratio, 9 h; active compounds read low; strain lacks LuxN and CqsS sensors; 0 = neutral-control median; 300,000 tested, 0.4% active; activity change, % at 7.5 µM; in the data active = activity change below about -75%, passing the limit was not always enough; inconclusive = no clear call, values can overlap the other calls;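 note: luminescence divided by OD600 gain over 9 h not by final OD600 alone; inactives centre near 13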
# PolyA inh: yeast polyadenylation inhibition | calls only at 12 µM | S. cerevisiae SKY197-pL101 polyadenylation reporter, beta-gal luminescence; efflux-impaired pdr1/pdr3 knockout yeast; score 100 = 6 SD above DMSO | 300,000 tested, 0.02% active;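 active = lowest replicate activity score at least 50, where 100 means six control SD above control mean; inconclusive = lowest score under 50 but half or more replicates reach 50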;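 note: yeast exposed to compound for 9 h at 30 °C; higher score means more reporter readthrough which indicates perturbed polyadenylation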
# IEC-6 cytotox: IEC-6 cytotoxicity, counter-screen for KLF5 inhibitors; 290,000 tested, 0.78% active; AID 1825; inhibition, % at 5 µM; luminescence viability; in the data active = inhibition above about 22%;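 note: 0% = plate median of test compound wells and 100% = cytotoxic reference compound wells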
# aSyn 5UTR inh: MLPCN primary screen, SNCA 5' untranslated region; alpha-synuclein 5'UTR reporter, inhibitor activity; inhibition, % (tested at 7.5 µM); 300,000 tested, 0.82% active; in the data active = inhibition above about 60%; inconclusive = no clear call, values can overlap the other calls;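 note: H4 neuroglioblastoma cells stably carrying SNCA 5'UTR luciferase fusion; 0% = DMSO wells and 100% = positive control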
# GSK3 alpha inh: human GSK-3 alpha kinase inhibition; P49840; ADP-Glo luminescence, 60 min; inhibition, % at 10 µM; 320,000 tested, 0.1% active; AID 2650;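 in the data active = inhibition above about 50%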;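 note: GST-tagged GSK-3 alpha with peptide substrate and 25 µM ATP; 0% = DMSO neutral wells and 100% = GW8510 positive control wells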
# Target sequence (P49840 whole entry, looked up): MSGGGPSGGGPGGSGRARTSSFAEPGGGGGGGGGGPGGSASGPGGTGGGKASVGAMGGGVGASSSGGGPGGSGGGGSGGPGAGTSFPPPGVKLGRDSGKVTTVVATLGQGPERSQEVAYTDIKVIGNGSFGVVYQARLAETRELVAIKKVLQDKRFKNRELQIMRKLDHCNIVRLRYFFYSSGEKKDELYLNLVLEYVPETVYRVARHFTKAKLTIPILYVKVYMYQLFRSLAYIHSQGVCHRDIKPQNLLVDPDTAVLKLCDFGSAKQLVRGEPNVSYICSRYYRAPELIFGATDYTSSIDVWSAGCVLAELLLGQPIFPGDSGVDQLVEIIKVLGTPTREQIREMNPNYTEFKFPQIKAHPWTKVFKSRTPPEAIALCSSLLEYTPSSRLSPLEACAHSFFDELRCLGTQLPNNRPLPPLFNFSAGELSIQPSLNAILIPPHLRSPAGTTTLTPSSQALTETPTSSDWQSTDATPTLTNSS
# GSK3beta inhib: inhibitors of human GSK3beta kinase; activity score (negative = inhibition), % at 10 µM; 300,000 tested, 0.038% active; GST-GSK3beta kinase, ADP-Glo luminescence, 60 min; active compounds read low;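 active = more than half of replicate wells score below -50%, meaning over 50% inhibition versus plate controls; inconclusive = some replicates but at most half score below -50%; inactive = no replicate scores below -50%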;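 note: 0% = median DMSO wells and -100% = median GW8510 positive control wells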
# Target sequence (P49841 whole entry, looked up): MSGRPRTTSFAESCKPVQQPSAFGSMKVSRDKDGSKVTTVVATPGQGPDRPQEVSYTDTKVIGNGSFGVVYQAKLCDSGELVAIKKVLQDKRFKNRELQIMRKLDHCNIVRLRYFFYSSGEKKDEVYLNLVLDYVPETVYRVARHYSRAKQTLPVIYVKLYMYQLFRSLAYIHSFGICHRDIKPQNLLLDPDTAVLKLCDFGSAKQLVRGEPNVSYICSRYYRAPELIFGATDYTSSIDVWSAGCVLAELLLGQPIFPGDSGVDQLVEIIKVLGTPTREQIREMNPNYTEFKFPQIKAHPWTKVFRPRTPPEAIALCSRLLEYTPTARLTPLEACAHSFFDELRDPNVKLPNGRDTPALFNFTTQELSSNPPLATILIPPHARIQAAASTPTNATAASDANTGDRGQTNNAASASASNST
#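 Assay system: GST-fused GSK3beta enzyme, cell-free / Medium: Tris pH 7.5 buffer with MgCl2, DTT, BSA, heparin / Also added: peptide substrate plus 25 µM ATP (final) / Compound: 10 µM single point / Timing: kinase reaction with compound 60 min at room temperature / Detection: ADP-Glo luminescence / Benchmarks: DMSO neutral wells and GW8510 at 20 µM as positive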
# HSP90 refold inh: HSP90 refolding inhibition in rabbit reticulocyte lysate; luciferase refolding luminescence, 3 h; inhibition, % at 5.6 µM; 290,000 tested, 0.91% active; AID 1789;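 active = inhibition above the screen-wide mean plus 3 SD, computed separately per campaign, cut at about 16% in these data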;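 note: 0% = DMSO wells and 100% = 60 µM geldanamycin wells; inhibitors lower the luminescence because luciferase stays unfolded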
# * hit, by the source's call; i = inactive; ? = inconclusive; · = no result given.
SMILES,HSF1 inhib,HSF1 activator,KLF5 inhibitor,AI-2 QS mod,PolyA inh,IEC-6 cytotox,aSyn 5UTR inh,GSK3 alpha inh,GSK3beta inhib,HSP90 refold inh
CCc1ccccc1N(CC(=O)NCC1CCCO1)C(=O)CCC(=O)Nc1nccs1 (centres undefined),-5,-20,3,4,i,-2,17,1,-1,0
N#CCCC1CCCC=C1N(Cc1ccccc1)C(=O)C(Cl)Cl (centres undefined),-10,-2,1,7,i,3,-4,-2,2,12
Cc1oc2ccc(O)cc2c1C(=O)c1ccc(F)cc1,3,8,·,6,i,·,-27,13,4,·
COc1ccc(CCNC(=O)CSc2ccc(-c3ccccc3)nn2)cc1OC,-10,12,3,29,i,1,7,-1,1,-1
O=C(Nc1ccc(Cl)c(C(F)(F)F)c1)[C@@H]1CC=C[C@@H]2CCN(C3CCCCC3)C(=O)[C@@H]21,6,18,·,4,i,·,29,0,2,·
CSCCOC(=O)c1[nH]c2c(c1C)C(=O)CC(c1ccco1)C2 (centres undefined),-24,-25,59,7,i,74*,33,-2,-3,-4
O=C(NCN1CCc2ccccc2C1)c1ccccc1,2,-11,2,12,i,1,18,-1,-1,4
C#CCn1c(=NC(=O)c2cc(Cl)sc2Cl)sc2cc(S(N)(=O)=O)ccc21,2,26,16,40,i,-3,-10,·,2,2
Cc1ccc(OCCNC(=O)c2ccccc2N)cc1,41,43,-11,-68,i,-6,2,5,5,0
CCOCCCNC(=O)C1c2ccccc2C(=O)N2CCc3ccccc3C12 (centres undefined),-45,-56,1,16,i,0,7,·,2,2
N/C(COc1ccc(C(=O)O)cc1)=N\O,-11,-32,-73,30,i,1,-19,-2,1,-2
COc1ccc(OC)c(/C=C/c2[nH]c(=O)[nH]c(=O)c2[N+](=O)[O-])c1,4,32,-30,14,i,1,-12,·,-1,13
CC(O)Cn1c(N2CCCC2)nc2c1c(=O)[nH]c(=O)n2C (centres undefined),-3,-3,-23,-1,i,-7,4,0,-1,1
Cc1cc(C)cc(NC(=O)CSc2nc(=O)n(CCCN3CCOCC3)c3c2CCCC3)c1,3,11,·,3,i,·,2,-3,-2,·
CNC(=O)c1csc(-c2cccs2)n1,3,-2,-26,3,i,2,-13,1,5,1
COc1ccc(C2CC(c3ccc(Br)cc3)=NN2C(=O)CSC2=NN3CCCC(=O)N=C3S2)cc1 (centres undefined),0,-12,-8,47,i,-5,-7,0,-1,-6
COc1cc(NC(=S)NN2CCN(C)CC2)cc(OC)c1,-1,-9,-23,-4,i,0,21,1,2,0
CCCC(=O)Nc1ccc2c(c1)nc(CN1CCN(C(=O)OCC)CC1)n2CC,-9,8,49,6,i,31*,-53,0,-4,4
Cc1oc2c(C)c(O)ccc2c(=O)c1-c1nncn1-c1ccccc1,·,·,-21,8,i,-8,·,1,3,2
C=CCOC(=O)C1=C[C@H](c2cn(C(C)=O)c3ccccc23)C[C@H](OCc2ccc(CO)cc2)O1,2,-8,-11,-5,i,-1,-15,-2,4,1
CCOc1cc(/C=C2\SC(=S)N(N3CCOCC3)C2=O)ccc1O,-4,-14,-10,37,i,0,-10,0,-2,-1
CC(=O)Nc1ccc(NC(=O)CNS(=O)(=O)c2ccc(C)cc2)cc1,-6,0,5,8,i,-2,-3,0,0,-2
CCOC(=O)C(CC(=O)Nc1nc(C(C)=O)c(C)s1)C(C)c1ccccc1 (centres undefined),3,26,-21,8,i,-8,8,0,4,2
O=C(NCC1COc2ccccc2O1)c1cccs1 (centres undefined),11,41,-58,20,i,5,-64,0,2,-4
CCOc1cccc(N(C(=O)CCC(=O)Nc2cc(C)on2)C(C(=O)NC(C)(C)C)c2ccc(OC)cc2)c1 (centres undefined),5,18,11,22,i,0,23,-1,-2,-1

# (listing goes on)
SMILES,HSF1 inhib,HSF1 activator,KLF5 inhibitor,AI-2 QS mod,PolyA inh,IEC-6 cytotox,aSyn 5UTR inh,GSK3 alpha inh,GSK3beta inhib,HSP90 refold inh
CC(OC(=O)c1cc(S(=O)(=O)N(C)C)ccc1N1CCCC1)C(=O)NCc1ccccc1 (centres undefined),-3,-2,-14,17,i,0,4,0,2,-5
CCCn1cc(SCC(=O)Nc2nnc(C)s2)c2ccccc21,-3,-17,0,46,i,-3,4,-2,-2,-4
O=C(NCCN1CCN(c2ccccc2)CC1)c1cccc(Br)c1,-12,-3,-16,-13,i,4,5,·,-12,3
N#CC1=C(N)Oc2c(oc(CO)cc2=O)C1c1cccs1 (centres undefined),-9,9,-10,37,i,-5,7,9,3,4
CN1C(=O)S/C(=C/c2ccccc2OCc2ccc(C(=O)O)cc2)C1=O,-1,-5,-16,27,i,-1,11,0,4,2
Oc1ccc(/C=N/Nc2ncc(Cl)cc2Cl)cc1,-14,4,-120,9,i,3,-73,0,-2,-6
O=c1cc(C(F)(F)F)[nH]c(=S)n1-c1ccccc1,0,0,-34,13,i,-5,-2,-3,4,0
COc1cccc(C(=O)C2CCCN(C(=O)CCc3scnc3C)C2)c1 (centres undefined),13,?,-46,-8,i,-8,-48,0,-3,-5
Cc1ccc(CN2CCSc3ccc(C(=O)NC4CCCC4)cc32)cc1,22,38,-25,14,i,-2,-38,-1,1,-5
COc1ccc(S(=O)(=O)N2CCCC2c2cccs2)cc1 (centres undefined),-4,0,-21,34,i,5,5,-2,3,-1
COC(C[C@H]1O[C@H]1[C@H](O)[C@H](C)OCc1ccccc1)OC,0,1,·,7,i,·,5,·,1,·
Cc1ccc(NC(=O)c2cc(-c3ccc(C)o3)nc3ccccc23)nc1,2,9,3,30,i,5,1,0,-2,4
COc1cccc(C(=O)Oc2cc(-c3ccccc3)no2)c1,5,-3,-14,12,i,0,6,-2,-3,-2
CCOc1ccc(N2C(=O)CNC2=S)cc1,3,1,-25,14,i,1,-16,-5,1,-3
Cc1ccc(NC(=O)Cn2c(=O)oc3ccccc32)cc1Cl,1,23,-27,-23,i,4,15,-2,2,-1
CCOC(=O)c1cccnc1SCC(=O)N(C)c1ccccc1,-2,5,8,7,i,-3,-20,-2,-21,0
C#Cc1ccc([C@H]2C=C(C(=O)Nc3ccccc3)O[C@@H](OCc3ccc(CO)cc3)C2)cc1,0,1,·,19,i,·,1,0,0,·
Cc1ccc(C(C(=O)NC2CCCC2)N(CCCO)C(=O)Cn2nnc(-c3ccc(C)o3)n2)cc1 (centres undefined),-8,-24,9,16,i,12,1,-1,-3,5
O=C(COc1ccc(-c2ccccc2)cc1)N1CCN(C(=O)c2cccnc2)CC1,-3,17,-27,24,i,2,-2,-2,-3,0
Cc1ccc(C)c(N2C(=O)c3ccc(C(=O)OCC(=O)c4c(N)n(C)c(=O)n(C)c4=O)cc3C2=O)c1,1,-9,-29,22,i,-5,-31,-1,0,-3
CC(C)(C)NC(=O)NC(=O)C[n+]1ccc(Cc2ccc([N+](=O)[O-])cc2)cc1,15,21,-21,19,i,-4,6,0,3,13
CC(C)(C)N1C(=O)c2ccc(C(=O)O)cc2C1=O,-5,-9,-19,38,i,-1,13,29,-5,2
COc1ccccc1N1C(=O)c2cccc3c(Cl)ccc(c23)C1=O,0,1,-7,13,i,4,-43,-3,4,3
COc1ccc2cc3c(N)nn(C(=O)c4cccc(F)c4)c3nc2c1,-40,-49,-11,3,i,7,-5,-2,3,-5
CNC(=S)N(CCc1c(C)[nH]c2ccccc12)Cc1ccco1,17,47,-25,2,i,2,-14,-2,4,4

# Whole records from above:
# CCOC(=O)c1cccnc1SCC(=O)N(C)c1ccccc1 in the list: HSF1 inhib = -2; HSF1 activator = 5; KLF5 inhibitor = 8; AI-2 QS mod = 7; PolyA inh = i; IEC-6 cytotox = -3; aSyn 5UTR inh = -20; GSK3 alpha inh = -2; GSK3beta inhib = -21; HSP90 refold inh = 0
# O=C(COc1ccc(-c2ccccc2)cc1)N1CCN(C(=O)c2cccnc2)CC1 in the list: HSF1 inhib = -3; HSF1 activator = 17; KLF5 inhibitor = -27; AI-2 QS mod = 24; PolyA inh = i; IEC-6 cytotox = 2; aSyn 5UTR inh = -2; GSK3 alpha inh = -2; GSK3beta inhib = -3; HSP90 refold inh = 0

# New compounds follow.
SMILES,HSF1 inhib,HSF1 activator,KLF5 inhibitor,AI-2 QS mod,PolyA inh,IEC-6 cytotox,aSyn 5UTR inh,GSK3 alpha inh,GSK3beta inhib,HSP90 refold inh
COc1ccc(-n2c(COc3ccccc3)nnc2SCc2ccc(C#N)cc2)cc1,14,25,-1,27,i,2,24,2,2,7
CC(C)Nc1nc(NC(C)C)nc(SCCOC(=O)Nc2ccc(Cl)cc2Cl)n1,1,0,-8,15,i,2,9,1,-1,6
CCOC(=O)C1=C(C)N=c2s/c(=C\c3cccc(OCC(=O)O)c3)c(=O)n2C1c1ccccc1OC (centres undefined),-1,-7,14,6,i,5,16,-1,-1,3
N#Cc1cnc2sc3ccccc3n2c1=N,24,35,-47,16,i,-1,-68,2,0,-2
CCOc1ccc(-n2c(C)cc(C(=O)NS(=O)(=O)c3ccc(C)cc3)c2C)cc1,-8,-30,-22,14,i,0,5,-3,-8,4
O=C(CSc1ccccc1)Nc1ccc(S(=O)(=O)NCC2CCCO2)cc1 (centres undefined),-3,-1,-11,-97*,i,-1,20,-2,3,-1
Cc1ccc(N(C(=O)c2cc3ccccc3oc2=O)C2C=CS(=O)(=O)C2)cc1 (centres undefined),-6,-4,-38,14,i,-2,-107,-4,1,-3

# Part of the list above, set out differently.
SMILES	HSF1 inhib	HSF1 activator	KLF5 inhibitor	AI-2 QS mod	PolyA inh	IEC-6 cytotox	aSyn 5UTR inh	GSK3 alpha inh	GSK3beta inhib	HSP90 refold inh
COc1ccc2cc3c(N)nn(C(=O)c4cccc(F)c4)c3nc2c1	-40	-49	-11	3	i	7	-5	-2	3	-5
CNC(=S)N(CCc1c(C)[nH]c2ccccc12)Cc1ccco1	17	47	-25	2	i	2	-14	-2	4	4
COc1ccc(-n2c(COc3ccccc3)nnc2SCc2ccc(C#N)cc2)cc1	14	25	-1	27	i	2	24	2	2	7
CC(C)Nc1nc(NC(C)C)nc(SCCOC(=O)Nc2ccc(Cl)cc2Cl)n1	1	0	-8	15	i	2	9	1	-1	6

# Only part of the results is shown; rates above refer to the full screens.
